Cdc25B block: human M-phase inducer phosphatase 2 inhibition. 65,000 compounds, 0.1% hits. P30305. inhibition, %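 (compounds tested at 10 µM final in the well)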. recombinant Cdc25B, OMFP fluorescence Ex485/Em525; in the data active = inhibition above about 50%
DUSP1 inh: human dual specificity phosphatase 1 inhibition | 65,000 compounds, 0.15% hits | recombinant MKP-1, OMFP hydrolysis fluorescence | AID 374 | inhibition, %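 (compounds tested at a single concentration somewhere between 10 and 100 µM)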;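 active = inhibition above about 50%, limit read from the data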;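 note: 0% = DMSO max control wells and 100% = wells with enzyme stopped by NaOH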
Target sequence (P28562 whole entry, looked up): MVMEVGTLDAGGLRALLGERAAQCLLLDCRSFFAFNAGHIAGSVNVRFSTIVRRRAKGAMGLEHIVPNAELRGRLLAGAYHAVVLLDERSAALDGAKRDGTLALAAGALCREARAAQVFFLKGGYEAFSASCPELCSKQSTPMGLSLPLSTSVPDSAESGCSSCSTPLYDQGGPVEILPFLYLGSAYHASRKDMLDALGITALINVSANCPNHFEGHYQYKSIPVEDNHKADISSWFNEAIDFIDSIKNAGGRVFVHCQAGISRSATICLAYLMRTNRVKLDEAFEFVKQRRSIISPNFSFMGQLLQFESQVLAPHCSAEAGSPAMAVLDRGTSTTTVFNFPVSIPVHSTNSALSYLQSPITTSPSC
tolC growth inh: blocks growth of E. coli BW25113 tolC mutant; OD615; growth inhibition, % at 10 µM (by protocol); 65,000 compounds, 2.2% hits;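 active = growth inhibition at or above a cutoff equal to the mean over every tested compound plus 3 SD, cut at about 60% in these data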;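 note: growth measured after 20 h incubation at 37 °C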
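Signal: optical density read at 615 nm; Assay system: E. coli ΔtolC::kan strain BW25113; Times: 20 h incubation with compound, 37 °C; Dosing: 10 µM final, single dose.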
Hsp90 inh: displaces geldanamycin probe from tumor Hsp90; NCI-N417 lysate Hsp90, Cy3B-geldanamycin FP displacement; inhibition, % at 30 µM; 64,000 compounds, 0.35% hits; AID 429;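 active = inhibition above 50%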;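 note: 0% = tracer plus lysate wells and 100% = tracer alone without lysate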
D1 mod: D1 dopamine receptor (human) allosteric modulation. P21728. HEK293 D1, CRE-luciferase, dopamine EC30 potentiation; actives deviate in either direction. B-score at 10 µM. 58,000 compounds, 5.9% hits. AID 641;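 active = luminescence count or its row- and column-corrected plate score outside the 99.7% band of the plate's sample wells, on either side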
Target sequence (P21728 whole entry, looked up): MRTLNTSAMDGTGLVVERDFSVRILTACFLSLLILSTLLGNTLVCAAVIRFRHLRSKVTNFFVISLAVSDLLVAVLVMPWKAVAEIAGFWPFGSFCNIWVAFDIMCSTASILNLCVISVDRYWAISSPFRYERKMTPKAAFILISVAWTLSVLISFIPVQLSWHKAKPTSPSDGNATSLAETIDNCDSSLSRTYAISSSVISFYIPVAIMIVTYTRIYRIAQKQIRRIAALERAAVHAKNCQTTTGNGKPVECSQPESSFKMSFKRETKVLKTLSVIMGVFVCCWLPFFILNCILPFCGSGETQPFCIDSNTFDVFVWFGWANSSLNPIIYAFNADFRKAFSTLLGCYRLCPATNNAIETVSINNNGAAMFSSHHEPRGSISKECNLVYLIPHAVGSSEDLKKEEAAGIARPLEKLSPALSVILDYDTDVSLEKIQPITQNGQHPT
CatB mixtures: inhibitors of human cathepsin B in compound mixtures; Purified cathepsin B, AMC dipeptide fluorescence; inhibition, %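 (ten-compound pools at 5 µM per compound and 50 µM total)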; AID 488; P07858; 62,000 compounds, 0.06% hits; in the data active = inhibition above about 22%, passing the limit was not always enough;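 note: 0% = enzyme without compound and 100% = no enzyme blank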
AP complement: alternative pathway complement inhibition, orthogonal assay; 62,000 compounds, 0.08% hits; inhibition, % at 5 µM; Human serum alternative complement pathway, LPS-coated ELISA, C3 deposition; tested in compound mixtures; AID 1235;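 active = inhibition above 30% in each of the two pooled mixtures holding the compound, so the lower value exceeds 30%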;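 note: 0% = serum in Mg-EGTA without compound and 100% = EDTA serum blank; some compounds past the cut are filed as inactive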
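Test system – human serum alternative complement pathway, C3 deposition on LPS-coated wells · Buffer or medium – diluted human serum in Mg2+-EGTA GVB++ · Compound dosing – 5 µM each compound, pools of ten, 50 µM per pool · Schedule – 1 h serum-compound exposure at 37 °C · Measured by – Anti-C3 ELISA, OD 450 nm · Read-out basis – percent inhibition of C3 deposition onto LPS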
CatB block: inhibitors of human cathepsin B; P07858; purified cathepsin B, fluorogenic substrate, fluorescence; inhibition, %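 (tested at 10 µM)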; 63,000 compounds, 0.1% hits; AID 453; in the data active = inhibition above about 21%;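 note: 0% = enzyme with no compound and 100% = no enzyme blank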
Ec RNAP inh: inhibitors of Escherichia coli RNA polymerase; AID 559; inhibition, %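 (tested at 10 µM)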; E. coli RNA polymerase, fluorescence transcription assay; 62,000 compounds, 0.2% hits; P0A8V2; in the data active = inhibition above about 20%;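 note: 0% = enzyme without compound and 100% = no enzyme blank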
An asterisk follows results filed as active; x = no result given. Rows are unselected; overall some 7.6% were active at least once.

entry	canonical_smiles	Cdc25B block	DUSP1 inh	tolC growth inh	Hsp90 inh	D1 mod	CatB mixtures	AP complement	CatB block	Ec RNAP inh
1	CCOc1cc(N2CCOCC2)c(OCC)cc1NC(=O)COc1cccc2cccnc12	-7	33	6	3	-6.3*	-4	3	2	8
2	CC(=O)NC(Cc1c[nH]c2ccccc12)C(=O)NCc1ccc2c(c1)OCO2 (stereo not drawn)	-12	11	10	-4	-0.065	-3	6	4	5
3	CCc1nnc(NC(=O)c2c(OC)cccc2OC)s1	0	16	1	-1	0.14	x	x	x	x
4	O=C(CSc1nnc(Cn2nnc(-c3ccccc3)n2)n1-c1ccccc1)Nc1ccc(F)cc1	0	13	6	0	0.35	1	3	2	7
5	CC(C)NC(=O)c1cc2cc(Br)ccc2oc1=O	-3	26	-2	-6	-0.35	-2	-4	7	9
6	O=C(O)C1CCCN1c1ncnc2ccccc12 (stereo not drawn)	-2	22	-9	2	0.41	-3	-2	-1	6
7	CC(=O)NCC(=O)NC1(C(=O)NC2CCCC2)CCCCC1	-13	-6	-5	x	0.39	-6	2	-4	5
8	O=C(C1CC1)N1CCCN(C(=O)C2CC2)CC1	-4	2	-10	-5	0.33	-1	6	6	5
9	CC1(C)SCC(C(=O)O)N1C=O (stereo not drawn)	2	1	-10	x	-0.14	3	10	-2	x
10	Cc1nc(SCC(=O)Nc2ccc3c(c2)OCCO3)c2oc3ccccc3c2n1	x	x	x	x	x	-12	11	-2	1
11	CCc1ccc(OCc2nnc(SCCN3CCOCC3)n2C)cc1	7	27	-10	1	-0.0081	-2	-10	-2	x
12	C=C(C)COc1ccc(-c2ncncc2Oc2ccc(OC)cc2)c(O)c1	-3	8	66*	-18	-1.8	2	15	-5	5
13	Cc1cc(=O)oc2cc(OCC(O)CN3CCN(c4ccc(F)cc4)CC3)ccc12 (stereo not drawn)	-15	12	18	x	x	2	21	2	-1
14	COc1ccc(OC)c(-n2c(O)cnc2Nc2nc(C)cc(C)n2)c1	0	5	-6	2	1.1	4	-3	2	11
15	Cc1ccc(NC2=CC(=O)CC(C)(C)C2)cc1C	0	17	1	0	-2.4	-25	19	-1	3
16	Cc1nc2sc(C(c3ccc(Br)cc3)N3CC(C)OC(C)C3)c(O)n2n1 (stereo not drawn)	-4	0	-4	1	0.84	3	-2	3	8
17	COc1ccc(C2C(C#N)=C(/N=C/N3CCN(C)CC3)OC3=C2C(=O)CC(C)(C)C3)cc1 (stereo not drawn)	2	20	21	-3	0.4	2	-4	2	-2
18	COc1ccc(C2C(C#N)=C(SC)NC3=C2C(=O)CC(C)(C)C3)cc1 (stereo not drawn)	12	-18	3	-2	x	x	x	-5	1
19	CCCCS(=O)CC(COc1ccc(Cl)cc1)OC(=O)c1ccccc1 (stereo not drawn)	-16	11	35	-1	-0.38	4	9	-1	2
20	COc1ccccc1CNC(=O)CCCN1C(=O)COc2ccc(C)cc21	-10	13	-1	-2	-0.63	0	9	-3	0
21	Cc1ccc(-c2nnc(-c3ccc(Br)cc3)o2)o1	-6	9	-9	-4	0.065	0	-2	4	17
22	CCCCOC(=O)CCn1[nH]c(=O)c2ccccc2c1=O	5	-3	7	-10	0.02	2	2	0	3
23	Cc1noc(C)c1S(=O)(=O)NCCc1ccc(S(N)(=O)=O)cc1	-4	7	-18	-3	-0.14	-2	11	2	-1
24	CCSc1nnc2c(n1)OC1(CCCC1)Nc1ccccc1-2	-19	9	4	-6	6.6*	4	12	3	10
25	CCOC(=O)c1cnc(-n2nc(C)cc2C)nc1N(C)C	4	-11	6	7	-2	-6	11	-3	-1
26	COc1ccccc1N1CCN(C(c2cc3ccc(C)cc3[nH]c2=O)c2nnnn2C2CCCC2)CC1 (stereo not drawn)	9	41	13	0	-0.56	-2	0	-3	5
27	O=C1CC(Sc2ncccn2)C(=O)N1c1ccccc1C(F)(F)F (stereo not drawn)	-9	-2	-3	-3	-0.41	2	-4	-1	9
28	CCN(C(=O)c1cnc(N2CCN(c3ncccn3)CC2)c2ccccc12)c1cccc(Cl)c1	-12	31	22	-1	-1.4	0	-2	3	-1
29	c1csc(-c2nc(-c3ccncc3)no2)c1	7	0	1	-3	2	-2	7	5	2
30	COc1ccc(Cn2c(C)nc3oc4cc(OC)ccc4c(=O)c3c2=O)cc1	5	-1	-3	-17	0.13	-1	15	0	0
31	COc1ccc(N2C(=O)CC(N3CCOCC3)C2=O)cc1 (stereo not drawn)	-6	1	-13	-2	0.9	0	14	-4	5
32	O=C(CC1Oc2ccccc2NC1=O)NCCCN1CCOCC1 (stereo not drawn)	-5	-7	-21	-1	-0.17	2	-1	3	8
33	N#C/C(=C\c1c(N2CCC(C(N)=O)CC2)nc2ccccn2c1=O)S(=O)(=O)c1ccccc1	22	-29	4	1	0.19	x	x	-2	3
34	CC1CCc2c(sc3ncn4c(SCC(=O)NCc5ccco5)nnc4c23)C1 (stereo not drawn)	8	-9	11	-2	0.2	4	-3	-1	-4
35	CCN(C(=O)CSc1nc2cc(C(=O)OC)ccc2c(=O)n1Cc1ccco1)c1cccc(C)c1	-15	32	20	-6	x	2	8	2	5
36	O=C(NCC(c1cccnc1)N1CCN(c2ccccc2)CC1)c1ccco1 (stereo not drawn)	12	-1	-8	-5	0.0077	x	x	x	x
37	CC12CN3CC(C)(CN(C1)C31C(=O)N(Cc3ccccc3)c3ccccc31)C2=O (stereo not drawn)	-7	-13	-9	-4	-2.1	-1	-10	-3	4
38	Cc1oc2cc(O)ccc2c(=O)c1Oc1ccccc1	-6	0	-2	x	0.32	-4	1	x	-8
39	Cc1cc(NC(=O)COC(=O)C2CCN(C(=O)c3ccc(Cl)cc3)CC2)no1	-19	4	11	-3	0.023	8	5	-2	9
40	O=C(O)CCCNS(=O)(=O)c1ccc(NCc2ccccc2)c(C(=O)O)c1	-18	7	-5	-4	0.28	-7	6	1	4
41	CCCCn1c(N)c(N(CC)C(=O)c2ccc3c(c2)S(=O)(=O)c2ccccc2C3=O)c(=O)[nH]c1=O	-10	4	16	-2	0.034	2	9	0	3
42	O=C(O)C(Cc1cc2ccccc2[nH]1)N1C(=O)C2CC=C(Cl)CC2C1=O (stereo not drawn)	2	7	-11	-12	0.43	x	x	x	x
43	CC1=[N+]([O-])C(C)(C)CC(C)(C)c2ccccc21	-2	-5	-23	-2	0.29	7	1	5	4
44	O=C(Nc1ccc2nc(-c3cccs3)[nH]c2c1)c1cccs1	-4	-4	20	0	-0.49	-2	-9	0	-3
45	c1ccc(Oc2cccc(OCCn3cncn3)c2)cc1	-8	-6	-12	1	x	-1	23	2	9
46	Cc1cccc(-c2nc(CSCC(=O)NCCCN3CCOCC3)c(C)o2)c1	-7	17	0	-2	1.2	x	x	x	x
47	CCOC(=O)c1ccccc1NC(=O)CSc1nnc(Cc2cccn2C)n1-c1ccc(F)cc1	-26	25	46	0	0.86	-2	15	-2	-5
48	CC1Cc2nc(SCC(=O)Nc3ccc(F)cc3)n(C)c(=O)c2S1 (stereo not drawn)	-6	5	-14	-2	0.15	4	3	-3	1
49	CCOC(=O)c1c2c(c(=S)n(-c3ccccc3)c1N)CCC2	-17	-38	22	-3	x	x	x	-2	5
50	O=c1oc2c(CN3CCOCC3)c(O)c(Cl)cc2c2c1CCCC2	-10	30	-3	-1	0.97	-28	-3	-54	-94

Next compounds.
entry	canonical_smiles	Cdc25B block	DUSP1 inh	tolC growth inh	Hsp90 inh	D1 mod	CatB mixtures	AP complement	CatB block	Ec RNAP inh
51	NC(=O)c1cc(-c2ccccc2)nc(N2CCOCC2)n1	-8	-12	9	0	9.8*	-7	4	4	7
52	CCOC(=O)C1=C(C)Nc2nc(SCC)[nH]c(=O)c2C1c1ccncc1 (stereo not drawn)	-17	9	0	x	x	2	7	6	7
53	CCC(C)NC(=O)C1CCC(=O)N1Cc1ccc(C)cc1 (stereo not drawn)	-1	-1	-24	-4	0.16	3	22	1	-1
54	Cc1ccc(Oc2ccc(-c3nc(N)nc(N)n3)cc2)cc1	-4	-1	15	1	4.1	-9	12	0	10
55	O=C(CN1C(=O)CSC1=O)NC1CCCCC1	-3	6	-14	-4	x	-1	8	6	0
56	COC(=O)c1ccc(C(=O)OC)c(NC(=O)CSc2nc(-c3ccco3)cc(C(F)(F)F)n2)c1	-18	17	13	-2	-0.26	2	11	1	5
57	CCOC(=O)c1c(C)c(C(=O)NCc2cccnc2)c(C)n1CC	-2	12	-4	-3	-0.029	7	16	-3	3
58	COCCCn1c(C)nc2c(c1=O)c1nc3ccccc3nc1n2CCc1ccccc1	20	7	-10	-7	x	1	9	0	7
59	CN(C)CCCNc1cc(Cl)c(S(=O)(=O)N2CCCCC2)cc1C(=O)O	-7	5	-8	-4	0.65	2	3	4	0
60	CCC(=O)Nc1ccc(NC(=O)c2ccccn2)cn1	-12	-2	-4	-4	-2.9	4	2	5	7
61	O=C(c1ccco1)N1CCC(c2nc(-c3ccccc3Cl)no2)CC1	2	4	10	0	0.058	-5	-19	3	-2
62	CCCC(=O)Nc1ccc(N2CCOCC2)cc1	-3	-7	-14	4	-0.13	3	-3	5	5
63	CCN(CC)CCCNC(=O)N[C@@H](Cc1ccccc1)C(=O)O	0	-21	-26	-1	0.24	11	10	0	8
64	CCOC(=O)c1oc2ccccc2c1NC(=O)c1ccc2c(c1)OCO2	-11	-5	0	0	x	7	6	-2	6
65	COc1cc(-c2noc(CCC(N)=O)n2)cc(OC)c1OC	-13	-31	-12	-3	-0.021	-4	15	0	x
66	O=C(Cn1ncnn1)OCc1ccccc1Cl	-6	-12	3	0	x	2	18	5	6
67	N#Cc1nc(Cc2cccc3ccccc23)oc1NCC1CCCO1 (stereo not drawn)	-6	-14	40	-6	0.52	1	8	2	10
68	COCCN(CCOC)c1ncnc2c1cnn2-c1ccccc1	3	-11	-8	-2	3.1	4	15	-2	3
69	COCCCNC(=O)C12CCC(C)(C(=O)C1)C2(C)C (stereo not drawn)	-13	26	-20	-3	0.84	1	18	3	2
70	COc1ccccc1N1CCN(CC(=O)Nc2cccc(F)c2)CC1	-9	29	-8	-5	x	6	6	-3	5
71	COc1ccccc1NC(=O)C1=C(C)NC(SCC(=O)c2ccc(C)cc2)=C(C#N)C1c1ccco1 (stereo not drawn)	-19	2	7	-9	x	4	-5	2	14
72	O=C(NC1CC2CCCC(C1)N2C(=O)NC1CCCCC1)c1ccc(F)cc1 (stereo not drawn)	2	-1	-11	-3	-0.33	-2	10	3	2
73	O=C(O)c1cc(Cl)c(Cl)cc1C(=O)N1CCOCC1	1	3	-17	-1	0.067	2	6	5	7
74	Cc1ccc(CNC(=O)CCS(=O)(=O)c2cccc3nsnc23)cc1	-7	15	4	x	-0.61	2	7	5	-1
75	CC(NC(=O)COc1cccc(Br)c1)C(=O)O (stereo not drawn)	-11	8	-27	-2	-0.74	0	23	-2	6
76	COc1ccccc1C1CC(c2ccc(Cl)cc2)Nc2nc(N)nn21 (stereo not drawn)	2	2	5	1	x	x	x	4	x

An excerpt from above in order of molar mass, descending.
entry	canonical_smiles	Cdc25B block	DUSP1 inh	tolC growth inh	Hsp90 inh	D1 mod	CatB mixtures	AP complement	CatB block	Ec RNAP inh
57	CCOC(=O)c1c(C)c(C(=O)NCc2cccnc2)c(C)n1CC	-2	12	-4	-3	-0.029	7	16	-3	3
55	O=C(CN1C(=O)CSC1=O)NC1CCCCC1	-3	6	-14	-4	x	-1	8	6	0
62	CCCC(=O)Nc1ccc(N2CCOCC2)cc1	-3	-7	-14	4	-0.13	3	-3	5	5

Screening data (PubChem)
